# Screens from PubChem BioAssay.
# Pf Dd2 inh = qHTS Primary assay for Inhibitors of Plasmodium falciparum Dd2 growth in vitro. P. falciparum Dd2 growth, SYBR Green, 72 h. Potency, µM (series often up to 28.9 µM), for the others: at the highest dose activity, negative = inhibition, usual class: inhibitors. 120,000 tested, 4.3% active. AID 1347417, 2020; active = well fitted inhibition curve with a large enough effect; inconclusive = small, poorly fitted or top-dose-only effect; inactive = no such curve, though single readings can be large or run the other way;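 also: plate controls were DMSO vehicle for no effect and reference drug for full effect; nearly all actives have a fitted effect of over 65% in size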
#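 Infected erythrocytes (Dd2, 0.3% parasitemia, 2.5% hematocrit final) are added to compound in RPMI-1640/Albumax II medium, grown 72 h at 37C in low oxygen, then lysed with saponin/Triton-X containing SYBR Green and read by fluorescence.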
# * hit, by the source's call; i = inactive; ? = inconclusive; [ ] = dose if it differs, or a comment. Potency is read from the fitted curve at half-maximal effect. This is a subset, so the mix of outcomes need not match the whole.
SMILES,Pf Dd2 inh
O=C(C[C@H]1NC(=O)c2ccccc2NC1=O)Nc1nc(-c2cccs2)cs1,?
COc1ccc(S(=O)(=O)c2c(SC)nn(CC(=O)Nc3cccc(C)c3C)c2N)cc1,?
O=C(c1n[nH]c2c1CCCC2)N1CCC2(CC1)NC(=O)N(c1ccc(F)cc1)N2,?
CCn1c(=O)c2sccc2n2c(CCCC(=O)Nc3ccc(Oc4ccccc4)cc3)nnc12,?
O=C(NC1CCCCC1)[C@H]1CN2CC[C@H]1C[C@@H]2Cn1cc(-c2ccccc2)nn1,-19%[44.1 µM]
Cc1ccccc1Cn1c2ccccc2c2cnn(CC(=O)NC(C)CCc3ccccc3)c(=O)c21 (configuration not stated),?
CS(=O)(=O)N1CCCC(C(=O)Nc2ccc(F)cc2F)CCNC(=O)CC1 (configuration not stated),8%
CC(=O)N1CCN(c2cc(-c3noc([C@@H]4CCCN4Cc4ccccc4)n3)ccn2)CC1,?
CC1=C[C@@H](CC#N)[C@H](C(C)C)C[C@H]1CC(=O)N(C)Cc1cccnc1,?
Cn1cc(CC(=O)N2CCCc3ncc(C(=O)NCc4cccc(F)c4)cc32)c2ccccc21,?
O=c1oc2ccc(F)cc2cc1-c1nc(-c2cccs2)no1,10%
CN1CCN(C(=O)C(C)(C)Oc2nn(Cc3cccc(Cl)c3)c3ccccc23)CC1,?
Cc1cc(NC(=O)c2cc(-c3ccc(F)cc3)on2)nn1Cc1ccc(Cl)cc1,-10%
O=C(c1ccc2c(c1)OCO2)N1CCC(n2cc(-c3nc(-c4ccccc4)no3)nn2)CC1,?
O=C(c1ccc(C(F)(F)F)cc1)N1CCN2C(=O)N(Cc3ccc(F)cc3)C[C@H]2C1,i
COCCN1CCC(N2CCN(C(=O)C3CCOCC3)CC2)C1=O (configuration not stated),-14%
COc1cccc(N2C(=O)NC(=NC3CCCCC3)C23CCN(Cc2ccc(F)cc2)CC3)c1,?
O=C(NCc1ccc(F)cc1)[C@H]1CN2CC[C@H]1C[C@@H]2Cn1cc(-c2ccccc2)nn1,?
CCc1cccc(NC(=O)CSc2ncc3c(n2)-c2ccc(Cl)cc2N(Cc2ccccc2)S3(=O)=O)c1,?
CCCCCOc1c(Cl)cc(C(=O)N(Cc2ccc(C)o2)C2CCS(=O)(=O)C2)cc1Cl (configuration not stated),-6%
CCn1cc(-c2ccc(Cl)cc2)cc1C(=O)NCCCN1CCCC1=O,-11%
CCN1c2cc(C(=O)Nc3cc(OC)c(OC)c(OC)c3)ccc2C(=O)N2CCCC21 (configuration not stated),-6%
O=C(NCCc1ccc(Cl)cc1)C(=O)NCC(c1cccs1)S(=O)(=O)c1ccccc1 (configuration not stated),?
COc1ccc(CNC(=O)c2c(Nc3ccccc3C)sc(C(=O)c3ccccc3)c2N)cc1,?
CCCS(=O)(=O)N1CC(Oc2ccc(-c3noc(-c4cccnc4)n3)cc2)C1,?
SMILES,Pf Dd2 inh
Cn1ncc2c(C(=O)N3CCCC3)cc(-c3ccc([S+](C)(=O)[O-])cc3)nc21,11%
O=C(Nc1cccnc1)[C@@H]1C[C@@H](c2ccc(F)cc2)N([S+](=O)([O-])c2ccccc2)C1,-5%[44.1 µM]
CN(Cc1cccnc1)C(=O)C1CCN(C(=O)N2CC3CC(C2)[C@H]2CCCC(=O)N2C3)CC1 (some centres not stated),25%
C[S+](=O)([O-])NC1CCN(C(=O)N2CC3CC(C2)[C@H]2CCCC(=O)N2C3)CC1 (some centres not stated),-7%
O=C(C[C@@H]1CCNC[C@@H]1Cc1cc(CN2CCOCC2)on1)N1CCN(c2ccc(F)cc2)CC1,-15%
CC(C(=O)N1CCC(c2cc(Cc3ccccc3)[nH]n2)CC1)N1CCCC1=O (configuration not stated),-8%
CN(C(=O)CN1C(=O)NC2(CCS(=O)(=O)CC2)C1=O)c1ccccc1,20%
CC[C@H]1CN(C(=O)Nc2cccc(C(F)(F)F)c2)CC[C@H]1CC(=O)NC1CC1,i
COc1ccc(C(=O)N2CCN(C3CCN(C)C3=O)CC2)cc1 (configuration not stated),21%
Cc1ccccc1C(=O)Nc1nnc(S(=O)(=O)N(C)c2ccc(Cl)cc2)s1,i
Cc1ccc(C(=O)N(c2ccc(C)cc2)S(=O)(=O)c2ccc(Cl)cc2)cc1,86%[activator]
COc1ccc(C)cc1NC(=O)COc1cc(=O)n(C)c2ccccc12,31%[activator]
c1coc(-c2nc3nccc(-c4ccc5c(c4)OCCCO5)n3n2)c1,?
Fc1ccc(-c2cnc([C@@H]3COCCN3Cc3cccnc3)[nH]2)c(F)c1,?
Cc1ccccc1N(C)C1CN(C(=O)c2ccc(C(F)(F)F)cc2)C1,-7%
COc1cccc(CN2CCOC3(CCN(Cc4ccc(F)cc4F)CC3)C2=O)c1,?
COc1ccc(CNC(=O)N2CCC(c3noc(-c4ccccn4)n3)C2)cc1 (configuration not stated),-1%[5.79 µM]
CCOC(=O)N1CCc2c(sc3c2c(=O)n(CCc2ccccc2)c(=O)n3Cc2ccc(F)cc2)C1,?
COC(=O)c1ccc2nc(CO[C@H]3CN(Cc4ccc5ccccc5n4)C[C@H]3F)[nH]c2c1,8.9µM*
CO[C@H]1[C@H](NC(=O)Cc2ccccc2C)c2ccccc2C12CCNCC2,0%
COc1ccccc1C(=O)N1CCn2c(nnc2-c2ccncc2)C1,-2%
COc1cc(CNC(=O)CN2CC3CC(C2)[C@H]2CCCC(=O)N2C3)cc(OC)c1 (some centres not stated),-13%
Cc1ccc(S(=O)(=O)N(CC(O)Cn2c3ccccc3c3ccccc32)c2cccc(C(N)=O)c2)cc1 (configuration not stated),10µM*
CC(=O)N[C@@H]1CN(C(=O)CCCc2ccc(F)cc2)C[C@H]1C(C)C,-3%
N#Cc1cccc(-c2cn3c(n2)N(C(=O)c2ccco2)CCC3)c1,-17%
SMILES,Pf Dd2 inh
CC1=C[C@@H](CNC(=O)CC(C)(C)CC(=O)O)[C@H](C(C)C)C[C@H]1Cc1nc2ccc(C)cc2[nH]1,8.9µM*
Cc1noc2c(NCc3ccccc3)cc(-c3ccccc3)nc12,?
CN1CCN(CCNC(=O)CCc2ccc3c(c2)CN(S(C)(=O)=O)CCO3)CC1,-14%
O=C1NCC2(CCN(C(=O)c3cn(CCC4CCCCN4)nn3)CC2)O1 (configuration not stated),-11%
COCCN1CCOC[C@H]2CCN(C(=O)c3sc(C)nc3C)C[C@H]21,31%
CC(=O)c1cc(CN2CCN(c3nnc(C(F)(F)F)s3)CC2)cs1,?
CN1CCNc2cc(Nc3ccncc3)ncc2C1,52%[activator][44.1 µM]
CCC1=NOC(Cn2c(=O)n(CCc3ccccn3)c3ncc(C(=O)O)cc32)C1 (configuration not stated),-18%
O=C(Nc1c(C(=O)Nc2ccccc2F)oc2ccccc12)c1cc2ccccc2o1,33%[activator]
CCc1ccc(NC(=O)CC2C(=O)N(c3ccc(Cl)cc3)C(=O)N2C2CCCC2)cc1 (configuration not stated),10µM*
NS(=O)(=O)c1ccc2nc(NC(=O)COc3ccccc3)sc2c1,7%
COc1ccccc1CCC(=O)N1[C@@H]2CC[C@H]1CC(NC(=O)c1cnc(C)cn1)C2 (some centres not stated),-22%
CC(C)c1noc(-c2cn(C3CCCN(C(=O)c4ccoc4)C3)nn2)n1 (configuration not stated),-1%
Cc1cc(NC(=O)CN2C(=O)NC(c3ccccc3Cl)C3=C2COC3=O)ccc1Br (configuration not stated),i
O=C(NCCn1cccc1-c1nc(-c2ccccc2)no1)c1ccccc1F,?
CC(C)N1C(=O)OCC12CCN(Cc1cccnc1)C2 (configuration not stated),-2%[44.1 µM]
Cc1cccc(CC(=O)N2CCC(c3n[nH]c(=O)n3-c3ccccc3)CC2)c1,23%
Cc1ccc(-n2c(C3CCN(C(=O)CCc4ccccc4)CC3)n[nH]c2=O)cc1,?
COc1ccc(CC(=O)N2CCc3cc(OC)c(OC)cc3C2COc2ccc(OC)cc2)cc1 (configuration not stated),7.9µM*
CN1CCN(C(c2cccc(Br)c2)c2sc3nc(-c4ccco4)nn3c2O)CC1 (configuration not stated),-9%
COc1ccc(N(C(=O)COc2ccc(Br)cc2)S(=O)(=O)c2ccc(C)cc2)cc1,81%[activator]
COc1cccc(CN2CCN3C(=O)N(C4CCCCC4)C[C@H]3C2)c1,-20%[44.1 µM]
O=C(NCCc1cccs1)C1CCN(c2cc(C(F)(F)F)ncn2)CC1,i
COc1ccc(N2C(=O)C(CC(=O)Nc3ccc(Cl)cc3)N(Cc3ccc4c(c3)OCO4)C2=O)cc1 (configuration not stated),45%[activator]
O=C1CCN(S(=O)(=O)c2ccccc2)CCCN(C(=O)c2cccs2)CCN1,9%
SMILES,Pf Dd2 inh
COc1ccc(C(=O)NC[C@H]2O[C@@H](CC(=O)N3CCN(c4ccccn4)CC3)[C@H](O)[C@@H]2O)cc1,4%
CCN(CC)CCCNC(=O)c1cn(C)c2ccc(S(=O)(=O)N(C)C3CCCCC3)cc2c1=O,62%[activator]
Cn1nc(-c2nncn2CC2CC2)c2c1CCN(C(=O)c1nn(C)c3ccccc13)C2,?
CC1CCN(C(=O)C2CCCN(c3cnn(C)c(=O)c3)C2)CC1 (configuration not stated),i
Fc1ccc(-c2cnc([C@@H]3COCCN3CC3CC3)[nH]2)cc1,?
CN(CC1CCOCC1)S(=O)(=O)c1cc(F)ccc1F,-3%
O=C(C1CC(=O)N(c2n[nH]c3ccccc23)C1)N1CCN(CCc2ccncc2)CC1 (configuration not stated),-14%
Cc1ccccc1C(=O)NC(=O)Nc1ccc(-n2nc(C(F)(F)F)cc2C(F)(F)F)cc1,37%[activator]
CC(=O)N1C[C@@H]2CCCN3CCC[C@@H]([C@H]23)[C@H]1CCCC(=O)NCc1cc(F)cc(F)c1,i
CC(Cn1cccn1)C(=O)N1CCC2(CC1)Nc1ccccc1NC2=O (configuration not stated),-3%
O=C(Nc1ccc(F)c(F)c1)c1cc(S(=O)(=O)NC2CCCC2)ccc1F,22%
Cc1ccccc1CNC(=O)c1oc2c(c1C)-c1[nH]ncc1CC2,-20%
COC(=O)c1ccccc1NC(=O)c1cc(C)nc2c1c(C)nn2-c1ccc(C)cc1,29%
CC1C=CC(C)N1c1ncnc2c1CN(C1CCNC1)C(=O)CN2C (configuration not stated),?
COc1ccc(Nc2ncnc3onc(-c4ccc(Cl)cc4)c23)cc1Cl,16%
Cn1ncc(N2CCC(C(=O)Nc3ccccc3)C2)cc1=O (configuration not stated),18%
CCCCN(Cc1ccccc1)S(=O)(=O)c1cc(Br)cc2c1N(C(=O)C1CC1)CC2,?
Cc1nn2c(NCCc3ncc[nH]3)cc(-c3ccccc3)nc2c1C,-5%
Cc1cc(C)c(CNC(=O)C2CCCN(c3cnn(Cc4ccccc4)c(=O)c3)C2)c(C)c1 (configuration not stated),-11%
Cc1cccc(-c2nnc(SCC(=O)N3CCCCC3)o2)c1,?
COCc1cc(C[C@H]2CNCC[C@H]2CC(=O)N(C)Cc2ccccc2)no1,?
Cc1cc(C)n(CCCC(=O)N2C[C@H](CO)C[C@H](CN(C)C)C2)n1,-3%
O=C1CCN(S(=O)(=O)c2ccccc2)CCCN(C(=O)NCCc2ccccc2)CCN1,-12%
CC1CCN(S(=O)(=O)N2CCC(C(=O)N3CCCC3c3nc(C4CCOCC4)no3)CC2)CC1 (configuration not stated),i
Cc1nc(N)nc(N2CC[C@@H]3CC[C@H](C2)N3C)c1CCC(=O)O,-10%

# Sorted by SMILES length (ascending): part of the list above.
SMILES,Pf Dd2 inh
CN(CC1CCOCC1)S(=O)(=O)c1cc(F)ccc1F,-3%
Cn1ncc(N2CCC(C(=O)Nc3ccccc3)C2)cc1=O (configuration not stated),18%
CC1CCN(C(=O)C2CCCN(c3cnn(C)c(=O)c3)C2)CC1 (configuration not stated),i
Fc1ccc(-c2cnc([C@@H]3COCCN3CC3CC3)[nH]2)cc1,?
Cc1nc(N)nc(N2CC[C@@H]3CC[C@H](C2)N3C)c1CCC(=O)O,-10%
O=C(Nc1ccc(F)c(F)c1)c1cc(S(=O)(=O)NC2CCCC2)ccc1F,22%
Cc1cc(C)n(CCCC(=O)N2C[C@H](CO)C[C@H](CN(C)C)C2)n1,-3%
O=C1CCN(S(=O)(=O)c2ccccc2)CCCN(C(=O)NCCc2ccccc2)CCN1,-12%
Cn1nc(-c2nncn2CC2CC2)c2c1CCN(C(=O)c1nn(C)c3ccccc13)C2,?
O=C(C1CC(=O)N(c2n[nH]c3ccccc23)C1)N1CCN(CCc2ccncc2)CC1 (configuration not stated),-14%
Cc1ccccc1C(=O)NC(=O)Nc1ccc(-n2nc(C(F)(F)F)cc2C(F)(F)F)cc1,37%[activator]
CCN(CC)CCCNC(=O)c1cn(C)c2ccc(S(=O)(=O)N(C)C3CCCCC3)cc2c1=O,62%[activator]
CC1CCN(S(=O)(=O)N2CCC(C(=O)N3CCCC3c3nc(C4CCOCC4)no3)CC2)CC1 (configuration not stated),i
CC(=O)N1C[C@@H]2CCCN3CCC[C@@H]([C@H]23)[C@H]1CCCC(=O)NCc1cc(F)cc(F)c1,i

# (next part)
SMILES,Pf Dd2 inh
Fc1ccc(OC2CN(Cc3ccccc3)C2)cc1F,?
O=C1NCN(Cc2ccc(Cl)cc2)C12CCN(Cc1ccncc1)CC2,i
CN(CC(=O)N1CCn2nc(Cc3ccccc3)cc2C1)Cc1ccncc1,4%
CCOc1cc(=O)n2c(c1C(=O)NCc1ccc(F)cc1Cl)CCCC2,20%
Cc1ccc(CN2CCC3(CC2)C(=O)NCN3Cc2ccc(Cl)cc2)cc1,?
Cc1noc(C)c1CC(=O)N1CCC(OCC2CC2)C1 (configuration not stated),11%
COc1ccc(CNC(=O)c2cc3c(=O)[nH]c4ccccc4c3n2C)c(OC)c1,?
CCn1nccc1C(=O)N1CCC(C(=O)N2CCCCCCNC(=O)CC2)CC1,?
Cc1cccc(CS(=O)(=O)c2ncc(Cl)c(C(=O)NCc3ccccc3)n2)c1,-4%
Cc1c(Cl)cccc1NC(=O)c1noc2c1CCCC2,?
CC(C)NC(=O)N1CCC2(CC1)CC(N1CCOCC1)CCO2 (configuration not stated),4%
